4MU fluor: 4-MU region autofluorescence; compound autofluorescence, 340/450 nm, 4-MU equivalents; hits give high values; max dye-equivalent concentration, M; 59,000 tested, 11% active; in the data active means max dye-equivalent concentration above about 10 nM; inconclusive means mostly about 1.1 nM to 9.6 nM
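Compounds in 100 mM Tris, pH 8.0, sat 15 min at room temperature before fluorescence was read at 340 nm excitation/450 nm emission; a per-plate six-point 4-MU standard curve converted signals to dye-equivalent concentration at each compound concentration.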
Rhodamine autofl: rhodamine region autofluorescence | Rhodamine-region fluorescence, 547/598 nm, Tris buffer; hits give high values | max dye-equivalent concentration, M | 59,000 tested, 0.05% active; in the data active means max dye-equivalent concentration above about 11 nM; inconclusive means between about 1.1 nM and that limit
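Compound fluorescence in 100 mM Tris, pH 8.0, read after 15 min at room temperature with 547 nm excitation and 598 nm emission. Output is dye-equivalent concentration from an on-plate rhodamine standard series.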
A350 autofl: compound fluoresces in the Alexa 350 spectral region | Compound autofluorescence, 340/450 nm, Alexa 350 dye-equivalents; hits give high values | max dye-equivalent concentration, M | 59,000 tested, 11% active; in the data active means max dye-equivalent concentration above about 10 nM; inconclusive means mostly about 1.1 nM to 9.6 nM
ERK AVP block: blocks ERK signaling stimulated by vasopressin. HEK293-V1b, vasopressin-stimulated pERK AlphaScreen. Potency, µM (top dose mostly 57.5 µM), inactives show at the highest dose activity, negative = inhibition, actives largely listed as inhibitors. 72,000 tested, 0.99% active. AID 995; further: potency means the concentration at half of the fitted maximal effect; on the % scale 0 is the no-effect control and ±100 the full control effect; nearly all actives have a fitted effect of over 55% in size
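HEK293 cells stably expressing V1b receptor, preincubated 30 min at 37 °C with compound, then stimulated 5 min with 25 nM vasopressin. Phospho-ERK by AlphaScreen SureFire after 5 h RT; normalized to DMSO and vasopressin; AC50 by Hill fit.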
Texas Red fluor: Texas Red region autofluorescence; Compound fluorescence, Texas Red channel, 547/618 nm; hits give high values; max dye-equivalent concentration, M; 59,000 tested, 0.06% active; in the data active means max dye-equivalent concentration above about 10 nM; inconclusive means between about 1.1 nM and that limit
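Texas Red-region profiling: compounds in 100 mM Tris pH 8.0 were read at 547/618 nm after 15 min at room temperature. Intensities were normalized against a six-point Texas Red standard series to give dye-equivalent concentration.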
FLuc inh: blocks Photinus pyralis firefly luciferase activity; purified firefly luciferase, luminescence, 8 min; Potency, µM (doses to about 57.1 µM), for the others: top-dose activity change, negative = inhibition, usual class: inhibitors; 72,000 tested, 2.2% active; further: potency means the concentration at half of the fitted maximal effect; on the % scale 0 is the no-effect control and ±100 the full control effect; nearly all actives have a fitted effect of over 40% in size
Target sequence (P08659 whole entry, looked up): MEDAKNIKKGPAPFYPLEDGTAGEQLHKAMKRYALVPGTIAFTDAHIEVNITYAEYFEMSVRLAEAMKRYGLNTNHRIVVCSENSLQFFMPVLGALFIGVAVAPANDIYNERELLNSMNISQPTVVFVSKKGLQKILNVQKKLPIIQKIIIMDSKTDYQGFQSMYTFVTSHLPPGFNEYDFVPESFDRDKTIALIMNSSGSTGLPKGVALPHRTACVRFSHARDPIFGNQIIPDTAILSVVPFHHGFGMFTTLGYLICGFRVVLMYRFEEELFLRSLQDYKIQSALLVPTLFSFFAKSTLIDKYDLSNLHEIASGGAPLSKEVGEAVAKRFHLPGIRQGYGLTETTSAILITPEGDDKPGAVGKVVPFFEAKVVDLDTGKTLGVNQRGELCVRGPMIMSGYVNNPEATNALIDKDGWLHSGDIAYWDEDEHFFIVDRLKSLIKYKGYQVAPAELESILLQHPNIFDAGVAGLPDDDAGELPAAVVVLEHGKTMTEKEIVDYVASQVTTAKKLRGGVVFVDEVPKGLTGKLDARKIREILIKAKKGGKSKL
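Substrate buffer containing 10 uM ATP (pH 7.2 imidazole, Mg2+, KCl, detergent, BSA) is dispensed, compound pinned in, then luciferase/luciferin detector mix added. After 8 min at ambient temperature, light output is measured.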
Casp1 inh: blocks human caspase-1 allosterically or competitively; AID 900; Caspase-1 enzyme, Ac-WEHD-AFC fluorogenic rate; 75,000 tested, 0.03% active; Potency, µM (highest dose often 57.5 µM), without a hit: top-dose activity change, negative = inhibition, most hits filed as inhibitors;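 further: potency means the concentration at half of the fitted maximal effect; plate controls were vehicle for no effect and no substrate for full effect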
Casp7 inh: blocks human caspase-7 allosterically or competitively; Potency, µM (doses to about 57.5 µM), inactives show at the top dose activity change, negative = inhibition, hits mostly inhibitors; recombinant caspase-7, Ac-DEVD-AFC fluorescence rate; AID 889; 75,000 tested, 0.02% active; active means well fitted inhibition curve with a large enough effect in the main read-out, with a control signal flat, not every such curve was filed as active; inconclusive means small, poorly fitted or top-dose-only effect, or a change in a side signal; further: potency means the concentration at half of the fitted maximal effect; % of control where 0% means no effect
Target sequence (P55210 24-198 limits assumed): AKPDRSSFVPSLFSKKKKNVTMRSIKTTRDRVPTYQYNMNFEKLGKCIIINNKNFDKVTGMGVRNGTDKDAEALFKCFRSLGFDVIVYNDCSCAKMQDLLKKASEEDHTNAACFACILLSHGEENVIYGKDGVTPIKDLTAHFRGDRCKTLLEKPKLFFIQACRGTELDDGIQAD
Target sequence (P55210 207-303 limits assumed): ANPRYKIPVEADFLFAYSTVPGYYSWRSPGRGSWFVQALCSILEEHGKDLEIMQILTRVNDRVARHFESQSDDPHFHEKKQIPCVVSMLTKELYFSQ
Fluorescein fluor: compound autofluorescence in fluorescein spectral region; Compound autofluorescence, 480/540 nm, fluorescein-equivalent; hits give high values; 59,000 tested, 0.91% active; AID 593; max fluorescein-equivalent concentration, M; in the data active means max fluorescein-equivalent concentration above about 10 nM; inconclusive means between about 1.1 nM and that limit
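Values reflect compound autofluorescence, normalized to fluorescein on the same plate and reported at each tested concentration. Conditions: 100 mM Tris pH 8.0, room temperature, 15 min, excitation 480 nm, emission 540 nm.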
Tau filament bind: binders of human tau filaments; AID 596; recombinant tau filaments, thioflavin S fluorescence, 15 h; filaments grown with octadecylsulfate alongside compound; P10636; 71,000 tested, 2% active; Potency, µM (series often up to 57.1 µM), for the others: at the highest dose activity change, negative = inhibition;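 further: potency means the concentration at half of the fitted maximal effect; on the % scale 0 is the no-effect control and ±100 the full control effect; actives lower thioflavin S fluorescence by blocking filaments or displacing dye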
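Assay mix: 1 uM His-tagged tau, 30 uM sodium octadecylsulfate, thioflavine S dye in HEPES/NaCl/DTT buffer. Compound is added prior to the inducer. Fluorescence after 15 h at 37 C.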
HEK293 cAMP ctrl: counter-screen for TSHR agonists: cAMP increase in parental HEK293; parental HEK293 CNG cAMP sensor, membrane potential fluorescence; Potency, µM (series often up to 57.1 µM), for the others: top-dose activation, hits mostly activators; 73,000 tested, 2.5% active; AID 938; further: potency means the concentration at half of the fitted maximal effect; % of control where 0% means no effect; nearly all actives have a fitted effect of over 55% in size
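Counterscreen for endogenous-receptor signalling: CNG-channel HEK 293 cells report cAMP rise by membrane depolarization. After 60 min dye equilibration with 100 uM RO 20-1724, compounds incubated 30 min before bottom-read fluorescence at 590 nm.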
Active calls of the source: *; i = inactive; ? = inconclusive; / = no result given; & = joins results of further samples; ! = not active in a repeat; [ ] = dose if it differs, or a comment. Unless noted, the call rests on the fitted dose curve; in most records, active means well fitted curve in the direction sought with a large enough effect; inconclusive means small, poorly fitted or top-dose-only effect, or another doubt; inactive means no such curve, though single readings can be large; an effect the other way counts as inactive or inconclusive.

SMILES	4MU fluor	Rhodamine autofl	A350 autofl	ERK AVP block	Texas Red fluor	FLuc inh	Casp1 inh	Casp7 inh	Fluorescein fluor	Tau filament bind	HEK293 cAMP ctrl
CC(C)(C)OC(=O)N1CCC(c2c(C(=O)O)cnn2-c2ccc(Cl)cc2)CC1	?	i	?	4%	i	-1%	-2%	-3%	i	-18%	-11%
Cc1ccc(C)c(N(CC(=O)NCc2ccco2)C(=O)CCC(=O)Nc2ccccn2)c1	i	i	i	-18%	i	4%	-1%	1%	i	-3%	17%
Cc1ccc(-n2c(SCC(N)=O)nnc2-c2cccnc2)c(C)c1	i	i	i	6%	?	4%	3%	-1%	i	6%	3%
COc1cccc(-n2c(Cc3cc(=O)[nH]c(=O)[nH]3)nnc2SCC(=O)N2CCCCC2)c1	/	/	/	-8%	/	2%	-1%	1%	/	3%	1%
O=S(=O)(c1ccccc1)c1nc(-c2ccco2)oc1NCc1cccnc1	i	i	i	-13%	i	0%	-1%	-1%	?	4%	?
O=C1CC2CS(=O)(=O)CC2N1c1ccc(Oc2ccccc2)cc1 (stereo not given)	i	i	i	38%[activator]	i	0%	-1%	1%	i	-3%	-1%
CCOC(=O)C1=C(C)N=C2SC(C)C(=O)N2C1c1ccc(OCC)c(OCC)c1 (stereo not given)	i	i	i	7%	i	-1%	-7%	2%	i	0%	22%
Cc1cc(NS(=O)(=O)c2ccc(NC(=O)COc3ccccc3C(C)C)cc2)no1	/	/	/	?	/	-1%	1%	0%	/	-10%	8%
C=C(C)CNCCN	i	i	i	-1%[11.5 µM]	i	3%[11.4 µM]	-1%[11.5 µM]	-1%[11.5 µM]	?	8%[11.4 µM]	3%[11.4 µM]
O=C(Cn1nnc(-c2ccccc2-n2cnnn2)n1)N1CCCCC1	i	i	i	9%	i	0%	4%	0%	?	-6%	10%
Cc1csc(NC(=O)NC2(C(F)(F)F)Oc3ccccc3O2)n1	1.1e-07M*	i	1e-07M*	10%	i	-7%	1%	0%	i	10%	-2%
O=C(CN1CCc2ccccc2C1)N1CCN(S(=O)(=O)c2ccccc2)CC1	i	i	i	16%	i	-1%	0%	-1%	i	3%	8%

One compound at a time, as listed above. Order of values: 4MU fluor | Rhodamine autofl | A350 autofl | ERK AVP block | Texas Red fluor | FLuc inh | Casp1 inh | Casp7 inh | Fluorescein fluor | Tau filament bind | HEK293 cAMP ctrl
Profile of Cc1ccc(C)c(N(CC(=O)NCc2ccco2)C(=O)CCC(=O)Nc2ccccn2)c1 = i | i | i | -18% | i | 4% | -1% | 1% | i | -3% | 17%
Profile of CCOC(=O)C1=C(C)N=C2SC(C)C(=O)N2C1c1ccc(OCC)c(OCC)c1 (stereo not given) = i | i | i | 7% | i | -1% | -7% | 2% | i | 0% | 22%
Profile of Cc1csc(NC(=O)NC2(C(F)(F)F)Oc3ccccc3O2)n1 = 1.1e-07M* | i | 1e-07M* | 10% | i | -7% | 1% | 0% | i | 10% | -2%

Next section
SMILES	4MU fluor	Rhodamine autofl	A350 autofl	ERK AVP block	Texas Red fluor	FLuc inh	Casp1 inh	Casp7 inh	Fluorescein fluor	Tau filament bind	HEK293 cAMP ctrl
COc1cc(OC)cc(OCC(O)Cn2ccnc2)c1 (stereo not given)	i	i	i	-7%	i	1%	-1%	1%	i	-4%	11%
Cc1ccsc1C(=O)OCC(=O)N1CC(=O)Nc2ccccc21	i	i	i	-4%	i	2%	1%	0%	i	-3%	21%
CC(C)(C)c1ccc(S(=O)(=O)/C=C\C#N)cc1	i	i	?	32µM*	?	-28%	-2%	-2%	i	24%&5%	25µM*!
O=C(Nc1ccc(Cl)c(C(F)(F)F)c1)c1ccco1	/	/	/	-15%	/	-23%	-2%	-1%	/	2%[11.4 µM]	1%[11.4 µM]
COCc1nnc(N)s1	i	i	i	24%	?	-2%	-3%	0%	i	-4%	12%
O=C1CC(/C=C/c2ccco2)=Nc2ccccc2N1	?	i	i	14%	?	-21%	3%	-2%	3.6e-08M*	260%	8%
COCCCNC(=O)C1CC(=O)N(CCc2ccc(OC)c(OC)c2)C1 (stereo not given)	i	i	i	27%	i	-10%	-2%	-1%	i	-5%	-1%
O=C(NCCc1nc2ccccc2[nH]1)c1ccco1	i	i	i	6%	i	-2%	-1%	-1%	?	-9%	-1%
COc1ccc(OC)c(S(=O)(=O)N2CCC(C(=O)NCCc3ccc(OC)c(OC)c3)CC2)c1	i	i	i	-10%	i	0%	0%	1%	?	-14%	-1%
CCC(=O)NCC(c1cccs1)N1CCOCC1 (stereo not given)	i	i	i	2%	i	0%	0%	-1%	i	1%	4%
CCOc1ccc(C2C(C(=O)c3ccc(C)o3)=C(O)C(=O)N2CCN2CCOCC2)cc1OC (stereo not given)	i	i	?	/	i	0%[25.5 µM]	/	/	i	/	/
COc1cc2c(cc1OC)C(C)N(C(=O)CCN1C(=O)C3C4C=CC(C4)C3C1=O)CC2 (stereo not given)	i	i	i	9%	i	-1%	2%	0%	i	9%	12%[2.29 µM]
COc1ccccc1C1NC(=O)CS1 (stereo not given)	/	/	/	0%	/	-5%	-4%	-1%	/	-2%	7%
CCOC(=O)N1CCC(N2CC34C=CC(O3)C(C(=O)Nc3ccc(F)cc3)C4C2=O)CC1 (stereo not given)	/	/	/	5%	/	2%	-2%	-2%	/	4%	-1%
CC12CCC(C(=O)NCCCN3CCOCC3)(OC1=O)C2(C)C (stereo not given)	i	i	i	/	i	1%[25.5 µM]	/	/	i	/	/
CCOC(=O)CCN1C(=O)[C@H]2[C@@H]3[C@H](O)[C@H](O)CC(=O)[C@H]3CC[C@H]2C1=O	/	/	/	2%&21%[11.5 µM]	/	0%&0%[11.4 µM]	0%&-2%[11.5 µM]	1%&0%[11.5 µM]	/	/	3%&-3%[11.4 µM]
COc1ccccc1N1CCN(S(=O)(=O)c2ccccc2)CC1	i	i	i	-2%	?	0%	0%	0%	?	-13%	2%
COCCNc1nc(-n2nc(C)cc2C)nc2sc3c(c12)CCCC3	9.2e-07M*	i	1.3e-06M*	-7%	i	-26%	-2%	-2%	?	37%	16µM*
Nc1nncn1C(=O)CCCOc1ccc(Cl)cc1Cl	i	i	i	-10%	i	-16%	-1%	-1%	i	-25%	9%
O=C(CCN1C(=O)C2C3C=CC(C3)C2C1=O)Nc1ccccc1F (stereo not given)	i	i	i	15%	i	1%	0%	-1%	i	-5%	3%
COc1cccc(-n2nnc3c(=O)n(Cc4ccccc4F)cnc32)c1	i	i	i	-22%	i	-2%	-3%	-2%	i	114%	25µM*
O=C(CSc1nnc(Cn2nnc3ccccc32)o1)N(Cc1ccc(F)cc1)c1ccccc1	i	i	i	-12%	i	1%	-1%	-1%	i	5%	16µM*
COC(=O)N1CCC[C@@]2(CCN(c3ccncc3)C2)C1	i	i	i	18%	i	1%[11.4 µM]	0%	0%	?	-4%	0%
COC(=O)C1(CO)NC(c2cccs2)C2C(=O)N(c3ccccc3)C(=O)C21 (stereo not given)	i	i	i	-3%	i	1%	-3%	-1%	i	12%	?
COc1ccc(NC(=O)c2cccs2)cc1OC	i	i	i	-20%	i	-10%	1%	-2%	i	8%	-1%
COc1cc(-c2ccc(NC(=O)CN3CCCCC3)c(OC)c2)ccc1NC(=O)CN1CCCCC1	i	i	i	-8%	i	0%	-1%	-2%	i	3%	12%
CC(C)C(=O)Nc1ccccc1N1CCN(C(=O)c2ccccc2)CC1	i	i	i	-6%	i	0%	1%	-7%	i	?	-4%
CCCN1CCC(N2CCN(c3ccccc3OC)CC2)CC1	/	/	/	-17%	/	2%	1%	2%	/	8%[11.4 µM]	2%[11.4 µM]
COC(=O)c1ccc2c(c1)S(=O)(=O)NC(=NCCCN1CCOCC1)S2	i	i	?	6%	i	1%	2%	9%	?	6%	?
N#CC1=C(N)N(c2ccccc2)C2=C(C(=O)CCC2)C1c1cccs1 (stereo not given)	1.4e-08M*	i	1.4e-08M*	?	i	-6%	-4%	-17%	?	20µM*	6%
Cc1ncc(CO)c2cc(S(=O)(=O)c3ccc(F)cc3)c(=O)oc12	/	/	/	-11%	/	-1%	-1%	-2%	/	25%	8%
COC(=O)c1ccc(C(=O)Nc2ccc(N)cc2N)cc1	i	i	i	30%[activator]	i	-4%	-10%	-2%	i	13µM*	-3%
CC(C)Cc1cc(C(=O)Nc2ccc3c(c2)OCO3)no1	/	/	/	3%	/	7.9µM*	-4%	0%	/	10%	13%
Cc1ccc2[nH]c(=O)c(CN(CCO)Cc3nnnn3CCc3ccccc3)cc2c1	1.7e-08M*	i	1.5e-08M*	4%	?	-5%	-13%	-10%	i	7%	13%
CN1CCCC(C(=O)C(C#N)c2ccccc2)C1 (stereo not given)	?	i	?	0%	i	2%	-6%	-6%	i	3%	30%
CNS(=O)(=O)c1cccc(C(=O)OCC(=O)c2cc(C)n(-c3ccc4c(c3)OCO4)c2C)c1	i	i	i	?	i	-1%	-4%	-1%	i	61%	22%

Entries listed above printed as active in Tau filament bind:
canonical_smiles	4MU fluor	Rhodamine autofl	A350 autofl	FLuc inh	Casp1 inh	Casp7 inh	Tau filament bind
N#CC1=C(N)N(c2ccccc2)C2=C(C(=O)CCC2)C1c1cccs1 (stereo not given)	1.4e-08M*	i	1.4e-08M*	-6%	-4%	-17%	20µM*
COC(=O)c1ccc(C(=O)Nc2ccc(N)cc2N)cc1	i	i	i	-4%	-10%	-2%	13µM*

Some of the compounds tested, so the mix of outcomes need not match the whole.
